# TGFb inhibitor: qHTS for Inhibitors of TGF-b | HepG2 CAGA-GFP TGF-b/SMAD3 reporter, GFP fluorescence, 18 h; TGF-beta stimulated, 500 pg/mL final | Potency, µM (series often up to 46.1 µM), inactives show at the top dose activity, negative = inhibition, hits mostly inhibitors | 410,000 tested, 1.2% active; also: potency is read from the fitted curve at half-maximal effect; % is scaled to controls: 0 for no effect and ±100 for the full control effect; nearly all actives have a fitted effect of over 65% in size
#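 Inhibition of TGF-beta-driven CAGA-GFP reporter expression in HEPG2 cells is measured by cellular GFP fluorescence after 18 h stimulation with 500 pg/mL recombinant TGF-beta in 1% FBS medium at 37 degrees C.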
# MmCpn inh: Inhibitors of TCP-1 ring complex (TRiC) of Methanococcus maripaludis (MmCpn): qHTS | Chaperonin Mm-Cpn (Methanococcus maripaludis) | purified Mm-Cpn ATPase, ADP Transcreener TR-FRET | Potency, µM (top dose mostly 76.9 µM), inactives show top-dose activity, negative = inhibition, actives largely listed as inhibitors | 330,000 tested, 0.031% active; also: potency is read from the fitted curve at half-maximal effect; % is scaled to controls: 0 for no effect and ±100 for the full control effect; nearly all actives have a fitted effect of over 80% in size
#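 Reaction buffer contained 30 mM Tris pH 7.4, 100 mM KCl, 5 mM MgCl2 and 1 mM DTT. Mm-CPN (25 nM final) hydrolysed 10 uM ATP over 30 min at 37°C; ADP was read by HTRF.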
# Nrf2 activator: qHTS of Nrf2 Activators; 410,000 tested, 0.31% active; Potency, µM (top dose mostly 46.1 µM), inactives show at the top dose activation, usual class: activators; AREc32 ARE-luciferase reporter (MCF7-derived line), luminescence, 24 h; AID 624171, 2012; also: potency is read from the fitted curve at half-maximal effect; % of control where 0% means no effect; nearly all actives have a fitted effect of over 65% in size
#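 Nrf2 activation is followed as ARE-luciferase induction in the AREc32 line after one day of compound treatment; luminescence is read with Steady-Glo.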
# A549 tox: Nrf2 qHTS screen for inhibitors: counterscreen for cytotoxicity; A549 ARE-Fluc cells, CellTiter-Fluor viability, 18-24 h; Potency, µM (highest dose often 46 µM), inactives show top-dose activity change, negative = cytotoxicity, hits mostly inhibitors; 390,000 tested, 0.16% active; also: potency is read from the fitted curve at half-maximal effect; % is scaled to controls: 0 for no effect and ±100 for the full control effect
#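 A549 ARE_Fluc cells in 5% FBS OPTI-MEM were exposed to compounds in concentration-response for 18-24 h at 37 deg C. Viability was read by CellTiter-Fluor fluorescence (Ex 405/Em 525) after 30 min, before the luciferase read.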
# Nrf2 block: Nrf2 qHTS screen for inhibitors. A549 ARE-Fluc reporter, luciferase luminescence, 18-24 h. Potency, µM (highest dose often 46 µM), for the others: top-dose activity change, negative = inhibition, hits mostly inhibitors. 360,000 tested, 2.1% active; also: potency is read from the fitted curve at half-maximal effect; % is scaled to controls: 0 for no effect and ±100 for the full control effect; nearly all actives have a fitted effect of over 60% in size
#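 Nrf2 function is reported as luminescence of an ARE-controlled luciferase in A549 cells. Compounds were tested at several concentrations, and a CellTiter-Fluor read on the same wells flagged cytotoxicity.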
# EPAC2 agonist: qHTS for Agonist of cAMP-regulated guanine nucleotide exchange factor 4 (EPAC2): primary screen. Rap guanine nucleotide exchange factor 4 (Homo sapiens), Q8WZA2. 360,000 tested, 0.079% active. Potency, µM (doses to about 154 µM), for inactives: top-dose activation, most hits filed as activators. EPAC2 activation, biochemical qHTS; response scale: 100% = 6.5 mM cAMP response; also: potency is read from the fitted curve at half-maximal effect; nearly all actives have a fitted effect of over 50% in size
# Target sequence (Q8WZA2 whole entry, looked up): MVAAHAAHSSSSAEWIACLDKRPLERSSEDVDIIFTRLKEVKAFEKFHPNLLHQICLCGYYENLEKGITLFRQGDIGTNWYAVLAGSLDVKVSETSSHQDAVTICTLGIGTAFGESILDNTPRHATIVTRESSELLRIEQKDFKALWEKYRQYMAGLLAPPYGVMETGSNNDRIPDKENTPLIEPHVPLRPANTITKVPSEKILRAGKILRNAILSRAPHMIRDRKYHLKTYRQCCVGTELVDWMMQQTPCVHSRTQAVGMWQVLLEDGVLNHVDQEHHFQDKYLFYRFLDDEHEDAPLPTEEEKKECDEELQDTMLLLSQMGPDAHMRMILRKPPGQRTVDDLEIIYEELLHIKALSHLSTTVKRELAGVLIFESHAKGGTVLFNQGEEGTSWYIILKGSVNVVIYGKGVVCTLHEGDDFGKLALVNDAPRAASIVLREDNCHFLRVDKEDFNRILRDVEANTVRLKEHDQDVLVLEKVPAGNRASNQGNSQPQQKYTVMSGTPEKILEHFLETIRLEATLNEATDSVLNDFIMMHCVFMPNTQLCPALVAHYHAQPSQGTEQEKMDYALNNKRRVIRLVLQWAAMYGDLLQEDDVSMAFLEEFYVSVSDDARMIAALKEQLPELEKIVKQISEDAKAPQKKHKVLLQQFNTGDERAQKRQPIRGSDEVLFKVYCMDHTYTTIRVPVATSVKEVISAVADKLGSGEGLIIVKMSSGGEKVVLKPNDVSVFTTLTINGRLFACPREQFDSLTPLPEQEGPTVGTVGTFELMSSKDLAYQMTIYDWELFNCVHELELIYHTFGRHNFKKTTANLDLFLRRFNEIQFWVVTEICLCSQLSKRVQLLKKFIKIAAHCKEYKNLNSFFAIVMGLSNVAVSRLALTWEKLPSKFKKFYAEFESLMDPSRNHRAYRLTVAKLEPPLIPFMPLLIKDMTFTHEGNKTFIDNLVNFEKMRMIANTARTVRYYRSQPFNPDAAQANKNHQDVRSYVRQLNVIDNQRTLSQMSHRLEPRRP
#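 Readout is BODIPY fluorescence (480 nm excitation, 540 nm emission), which falls as labeled GDP is exchanged off Rap1B. EPAC2 at 100 nM acted on 250 nM RAP1B-BODIPY-GDP with 50 uM GDP present.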
# pAkt inh: HTS Assay for Inhibitors of Akt Phophorylation: Primary Screen | AID 651550, 2012 | activity change, % for hits at 50 µM | Neuro2A IGF-stimulated pAkt S473 HTRF, 20 min; stronger effect = lower value | 360,000 tested, 0.32% active; in the data active = activity change below about -80%; inconclusive = mostly about -51% to -80%; also: % is scaled to controls: 0 for no effect and ±100 for the full control effect
#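 Single-point screen (50 µM final compound) in Neuro2A cells stimulated 20 min with 6 nM IGF at 37 deg C. After lysis, Ser473-phosphorylated Akt read by HTRF (ex 330 nm, em 615/665 nm) as the 665/615 ratio.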
# EPAC2 antag: qHTS for Antagonist of cAMP-regulated guanine nucleotide exchange factor 2 (EPAC2): primary screen | 360,000 tested, 0.18% active | Rap guanine nucleotide exchange factor 4 (Homo sapiens), Q8WZA2 | AID 720708, 2013 | EPAC2 GEF exchange of Rap1B-BODIPY-GDP, fluorescence | Potency, µM (top dose mostly 114 µM), for inactives: at the highest dose activity, negative = inhibition, actives largely listed as inhibitors; also: potency is read from the fitted curve at half-maximal effect; % is scaled to controls: 0 for no effect and ±100 for the full control effect; nearly all actives have a fitted effect of over 45% in size; many of its hits are not listed in these tables
# CCT modulator: High-Throughput Screening for Modulators of Cytosolic Chaperonin Activity; purified chaperonin ATPase assay, HTRF ADP detection, 30 min; activity change, % (no concentration beside the values), hits read low; 360,000 tested, 0.3% active; AID 651819, 2012; in the data active = activity change below about -30%; also: % is scaled to controls: 0 for no effect and ±100 for the full control effect
#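 TRiC at 40 or 20 nM final (batch-dependent) in 30 mM Tris pH 7.4, 100 mM KCl, 5 mM MgCl2, 1 mM DTT, with compound at single 76 uM and 10 uM ATP, 30 min at 37 deg C. ADP detected by HTRF Transcreener, 665/615 ratio.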
# Starred values were filed as active, the others as inactive; i = inactive; ? = inconclusive; nt = no result given; [ ] = remark or other dose. Unless noted, calls follow the shape of the dose curve; as a rule, active = well fitted curve in the direction sought with a large enough effect; inconclusive = small, poorly fitted or top-dose-only effect, or another doubt; inactive = no such curve, though single readings can be large; an effect the other way counts as inactive or inconclusive.
structure	EPAC2 antag	MmCpn inh	TGFb inhibitor	A549 tox	Nrf2 activator	Nrf2 block	EPAC2 agonist	CCT modulator	pAkt inh
COc1cccc(CNC(=O)CN2C(=O)CSc3ccc(S(=O)(=O)N4CCOCC4)cc32)c1	0%	-1%	13%	-1%	-0.1%	0%	8%	0.3	i
O=C1C(=O)N(CCO)C(c2cccc(F)c2)/C1=C(\O)c1ccc(Cl)cc1 (stereo not given)	2%	0%	-11%	-2%	2.9%	-9%	-15%	0.1	i
Cc1ccc(-n2c(C)n[nH]c2=S)cc1	14%	0%	13%	0%	-0.4%	3%	-3%	0.8	i
O=C(Cn1nnc2ccccc2c1=O)N[C@@H](Cc1c[nH]c2ccccc12)C(=O)O	-1%	0%	2%	2%	0.1%	-9%	7%	-1.1	i
CCCCc1ccc(-n2nc3cc(C)c(NC(=O)c4ccc(C#N)cc4F)cc3n2)cc1	nt	nt	-6%	-8%	-0.3%	16%	nt	nt	nt
CCOC(=O)COc1ccc2c(C)cc(=O)oc2c1C(=O)c1ccccc1	-22%	3%	-3%	11%	0.3%	0%	1%	1.1	i
O=C(OCC(=O)N1CCc2ccccc21)[C@@H]1CC(O)CN1S(=O)(=O)c1ccc(Cl)cc1 (stereo not given in full)	10%	2%	?	1%	-0.7%	23%	-4%	1.1	i
Cc1cccc(C)c1NC(=O)Cn1c(=O)n(CCCS(=O)(=O)C2CCCCC2)c(=O)c2ccccc21	nt	nt	-18%	-1%	-0.1%	-2%	nt	nt	nt
COc1ccc(CN(C)C(=O)c2ccc(Oc3ccccc3)cc2)cc1F	-19%	0%	?	5%	-0.3%	-26%	17%	1.8	i
CCN1CCN(C(=O)/C=C/c2ccc(OC)cc2)CC1	33%[activator]	0%	-1%	10%	-0.7%[9.22 µM]	7%	7%	2.0	i
COc1cc(/C=C2\CCC(C3CCCC3)C2=O)ccc1OC(C)C (stereo not given)	1%	1%	4%	-7%	-0.6%	-5%	2%	-1.9	i
COc1cc(OC)c(NC(=O)c2c(C)oc3nc(C)nc(N4CCOCC4)c23)cc1Cl	nt	nt	-2%	5%	-0.3%	?	nt	nt	nt
CCOC(=O)C1=C(c2ccccc2)NC(=S)NC1c1cc([N+](=O)[O-])ccc1OC (stereo not given)	-4%	-23%	-20%	?	7.9%	nt	25%	-2.7	i
COC(=O)c1ccccc1NC(=O)CSCC(=O)Nc1ccc(F)cc1	3%	-2%	-11%	-1%	0.0%	nt	4%	-1.8	i
COc1ccc(C(=O)N2CCN(C(=O)c3ccc(-c4ccccc4)cc3)CC2)cc1OC	-3%	3%	4%	1%	0.3%	13µM*	-1%	-1.0	i
CC(=O)Oc1cccc(NC(=O)c2cccc(C(=O)Nc3cccc(OC(C)=O)c3)c2)c1	-8%	1%	-1%	-2%	4.5%	-5%	11%	0.8	i
CCCCC(=O)Nc1ccc(C(=O)N2CCN(C)CC2)cc1	-4%	-6%	1%	0%	-0.8%	5%	3%	0.1	i
Cc1c(NC(=O)C2CCCN2S(=O)(=O)c2cccc3nsnc23)cccc1C(=O)O (stereo not given)	-19%	-6%	7%	-2%	0.0%	-8%	3%	0.5	i
O=C(CN1C(=O)c2ccccc2C1=O)NC1CCS(=O)(=O)C1 (stereo not given)	7%	nt	-1%	nt	-1.6%	nt	8%	0.6	i
CNC(=O)c1csc(Cc2c(Cl)sc3ccc(Cl)cc23)n1	8.9µM*	2%	-8%	20%	4.6%	1%	8%	0.5	i
CCNc1nc(NCC)nc(OCC(=O)O)n1	3%	-2%	6%	1%	0.1%	1%	1%	0.3	i
CN(Cc1ccc2nonc2c1)Cc1nc(CC2CC2)no1	-4%	0%	?	1%	1.4%	5%	6%	3.0	i
O=C(O)COc1ccccc1C=NNC(=O)c1ccc(NS(=O)(=O)c2cccs2)cc1	-1%	2%	-3%	-2%	0.3%	11%	-3%	-0.6	i
O=[N+]([O-])c1ccccc1/C=C/CN1CCC(O)CC1	16%	0%	-3%	-1%	0.1%	-11%	22%	-7.3	i
C=CCNC(=O)c1onc(CSc2cccc(C)c2)c1C(=O)O	1%	1%	2%	1%	-0.7%	6%	-4%	-6.3	i
N#CCC(=O)N/N=C/c1ccc(N2N=C(c3ccccc3)CC2c2ccccc2)cc1 (stereo not given)	11%	-4%	33%[activator]	2%	6.5%	23%	11%	-1.1	i
Nc1nc(N)nc(-c2cccc(Br)c2)n1	-9%	nt	-11%	9%	4.6%	13%	5%	-1.0	i
Cc1cc(-c2nc3ccccc3s2)ccc1N	-15%	nt	?	-2%	-0.7%	?	1%	-0.5	i
Cc1cc(NC(=O)CSc2nc3cc4c(cc3c(=O)n2CCc2ccccc2)OCO4)no1	5%[57.1 µM]	3%	-12%	-3%	-0.8%	27%	-2%	-0.7	i
CCCCn1nnnc1C(c1cc2ccccc2o1)N(C)CCc1ccccc1 (stereo not given)	?	nt	nt	nt	5.5%	nt	9%	-1.3	i
CC1=C(C(=O)N(C)C)CC(CC(=O)NCCCCc2ccccc2)C(=O)N1CCC1=CCCCC1 (stereo not given)	-4%	nt	?	nt	-0.1%	nt	3%	0.1	i
Cc1onc(-c2ccccc2Cl)c1C(=O)Nc1ccccc1	0%	0%	3%	9%	0.0%	nt	5%	-3.4	i
CC(=O)Nc1c(Cl)cc2c(c1Cl)C(=O)c1ccccc1-2	-3%	nt	7%	0%	9.7%	-6%	-1%	0.3	i
O=C1N[C@@H](Cc2ccccc2)COC(=O)[C@H](Cc2ccc(F)cc2)C/C=C\C[C@H]1CC(=O)N(CCO)Cc1ccccc1	3%	1%	?	-25%	1.1%	?	-3%	0.0	i
Cc1cccc(N2CCN(C(=O)c3ccncc3)CC2C)c1 (stereo not given)	0%	2%	-1%	?	0.1%	-14%	1%	-1.5	i
O=C(c1noc2c1CCCC2)N1CCCCC1	8%	1%	9%	-16%	-0.1%	-11%	5%	0.2	i
COc1cc(C(=O)NCC(=O)OCC(=O)c2cccc3ccccc23)cc(OC)c1OC	-9%	-6%	-1%	-4%	4.5%	9%	-4%	-0.8	i
CCN1CCc2c(sc(NC(=S)NC(=O)c3ccco3)c2C(N)=O)C1	3%	-9%	7%	-11%	14%	1%	7%	-1.7	i
CCOc1ccc(S(=O)(=O)N2CCCCC2)cc1NC(=O)CSCc1c(C)noc1C	2%	1%	-18%	6%	-0.1%	-15%	4%	-3.9	i
COc1ccccc1NC(=O)N(C)C[C@@H]1Oc2ncc(Br)cc2C(=O)N([C@H](C)CO)C[C@@H]1C	7%	nt	21%	nt	-0.3%	nt	5%	-0.8	i
COc1ccc2c(c1)CCc1c(C(=O)Nc3c(C)nn(Cc4ccc(Cl)c(Cl)c4)c3C)noc1-2	nt	nt	-21%	-6%	-1.0%	4.6µM*	nt	nt	nt
O=C(CN1CCCCC1)n1c2ccccc2c2ccccc21	-10%	1%	-2%	2%	6.0%	-1%	6%	-2.2	i
O=C(Nc1ccc(Cl)cc1)c1csc([C@H]2C[C@H](O)[C@@H](CO)O2)n1	-17%	nt	-17%	nt	3.0%	nt	-3%	1.1	i
COC(=O)C1=C(C)N=C2SCCC(=O)N2C1c1cccs1 (stereo not given)	0%	-2%	4%	1%	0.5%	0%	-4%	-0.1	i
CCn1cc([N+](=O)[O-])nc1C	-8%	0%	-23%	7%	0.1%[9.22 µM]	10%	7%	-1.0	i
CC1CC(C(F)F)n2nc(C(=O)O)cc2N1 (stereo not given)	2%	2%	-1%	11%	0.1%	nt	-6%	-3.5	i
COc1ccc(C=NNc2nc3c([nH]2)c(=O)n(C)c(=O)n3C)cc1	0%	nt	10%	-12%	1.6%	0%	12%	-0.3	i
COc1ccc([N+](=O)[O-])cc1NC(=O)Cc1ccc(Cl)cc1	-3%	-1%	?	-2%	2.4%	?	16%	-1.6	i
O=C(Nc1ccc2nc(SCC(=O)N3CCc4ccccc43)sc2c1)c1cccc(Cl)c1	nt	nt	-6%	-7%	0.5%	1%	nt	nt	nt
Cc1ccccc1Nc1nnc(-c2ccc(C)c(S(=O)(=O)N3CCOCC3)c2)c2ccccc12	nt	nt	6%	7%	0.5%	?	nt	nt	nt
O=C(Nc1ccc(-c2nnc3n2CCCCC3)cc1)c1cc2ccccc2o1	-1%	-3%	-1%	-5%	1.4%	-27%	1%	-2.5	i
Nc1ncnc2c1ncn2[C@@H]1O[C@H](CNS(=O)(=O)c2cc(S(=O)(=O)c3ccccc3)cs2)[C@@H](O)[C@H]1O	5%	4%	-11%	-3%	-0.4%	2%	5%	-1.2	i
Cc1ccc2c(CC(=O)N3CCc4ccccc43)coc2c1	-12%	-2%	5%	-3%	4.8%	?	-2%	-1.4	i

# Quoted at random: two records from the list
structure	EPAC2 antag	MmCpn inh	TGFb inhibitor	A549 tox	Nrf2 activator	Nrf2 block	EPAC2 agonist	CCT modulator	pAkt inh
Cc1ccccc1Nc1nnc(-c2ccc(C)c(S(=O)(=O)N3CCOCC3)c2)c2ccccc12	nt	nt	6%	7%	0.5%	?	nt	nt	nt
O=C(Nc1ccc(-c2nnc3n2CCCCC3)cc1)c1cc2ccccc2o1	-1%	-3%	-1%	-5%	1.4%	-27%	1%	-2.5	i

# Screens from PubChem BioAssay.

# A portion of the library (hit frequency here may not be typical).
